Source: PubChem (The Scripps Research Institute Molecular Screening Center)
M5 ag: agonists of human muscarinic M5 receptor (CHRM5); P08912; activation, % at 3 µM; 360,000 compounds, 0.19% hits; CHO-K1 hM5 cells, Fluo-8 calcium fluorescence; 0% DMSO wells, 100% maximal acetylcholine response;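 active means activation above the run's mean over test compounds plus 3 SD, cut at about 23% in these data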;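 further: signal is peak over basal fluorescence ratio across the kinetic read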
Target sequence (P08912 whole entry, looked up): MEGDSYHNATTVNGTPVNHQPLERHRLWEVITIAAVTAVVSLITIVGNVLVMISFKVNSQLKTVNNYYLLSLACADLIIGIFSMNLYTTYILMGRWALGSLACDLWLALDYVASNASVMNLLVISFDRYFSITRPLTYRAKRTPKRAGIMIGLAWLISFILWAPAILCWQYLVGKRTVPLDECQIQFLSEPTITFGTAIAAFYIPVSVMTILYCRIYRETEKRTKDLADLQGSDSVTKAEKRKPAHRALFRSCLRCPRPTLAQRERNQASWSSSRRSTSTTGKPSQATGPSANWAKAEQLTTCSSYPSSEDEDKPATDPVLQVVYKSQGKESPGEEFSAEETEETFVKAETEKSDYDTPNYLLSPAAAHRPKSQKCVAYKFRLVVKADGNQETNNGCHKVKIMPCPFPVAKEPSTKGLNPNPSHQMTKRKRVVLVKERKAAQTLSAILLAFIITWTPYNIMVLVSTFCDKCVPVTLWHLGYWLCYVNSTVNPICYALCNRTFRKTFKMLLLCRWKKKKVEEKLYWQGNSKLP
CHRM4 antagonist: antagonists of human muscarinic M4 receptor (CHRM4); 360,000 compounds, 0.73% hits; CHO-hM4 cells, ACh EC80, Fluo-8 calcium fluorescence; inhibition, % at 3 µM; AID 624125;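 active means inhibition above its plate's cutoff, the mean inhibition of sample wells plus 3 SD, cut at about 27% in these data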;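 further: 0% = acetylcholine EC80 with DMSO and 100% = DMSO without agonist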
M4 ag: agonists of human muscarinic M4 receptor (CHRM4) | P08173 | CHO-K1 hM4/Gqi5, Fluo-8 calcium fluorescence; vehicle 0%, full acetylcholine response 100% | activation, % at 3 µM | 360,000 compounds, 0.14% hits | AID 624127;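 active means activation above the run mean over all test wells plus 3 SD, cut at about 32% in these data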;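 further: peak over basal fluorescence ratio per well then scaled between controls; 0% = DMSO wells and 100% = acetylcholine at EC100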
CHRM1 agonist: human M1 muscarinic receptor agonism | P11229 | CHO-K1 hM1, Fluo-8 calcium fluorescence, agonist mode; 0% DMSO, 100% acetylcholine EC100 | activation, % at 3 µM | 360,000 compounds, 0.33% hits | AID 588814;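 active means activation above the run's mean compound activation plus 3 SD, cut at about 16% in these data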;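 further: peak over basal fluorescence ratio within a 140 s kinetic read after compound addition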
Target sequence (P11229 whole entry, looked up): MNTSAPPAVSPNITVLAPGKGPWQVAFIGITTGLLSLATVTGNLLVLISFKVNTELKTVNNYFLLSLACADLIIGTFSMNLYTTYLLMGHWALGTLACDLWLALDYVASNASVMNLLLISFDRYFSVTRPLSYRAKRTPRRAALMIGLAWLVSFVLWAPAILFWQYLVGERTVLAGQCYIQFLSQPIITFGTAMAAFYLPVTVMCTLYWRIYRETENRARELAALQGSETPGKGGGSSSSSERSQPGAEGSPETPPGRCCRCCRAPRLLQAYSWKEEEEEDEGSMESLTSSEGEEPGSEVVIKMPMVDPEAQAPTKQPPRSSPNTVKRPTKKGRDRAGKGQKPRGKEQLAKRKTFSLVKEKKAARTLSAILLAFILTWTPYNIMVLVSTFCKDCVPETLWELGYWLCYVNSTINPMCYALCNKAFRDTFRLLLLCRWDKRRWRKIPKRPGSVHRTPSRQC
M5 antag: blocks acetylcholine activation of human M5 receptor; CHO-hM5 cells, Fluo-8 calcium fluorescence, ACh EC80; inhibition, % at 3 µM; 360,000 compounds, 0.59% hits; AID 624040;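 active means inhibition above a per-plate cutoff, the mean of that plate's test compounds plus 3 SD, cut at about 27% in these data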;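 further: 0% = acetylcholine EC80 with DMSO and 100% = DMSO without agonist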
TAAR1 agonist: agonists of human TAAR1; Q96RJ0; CHO RD-HGA16 TAAR1, Fluo-8 calcium fluorescence; vehicle wells 0%, saturating PEA agonist 100%; activation, % at 3 µM; 360,000 compounds, 0.99% hits; AID 624467;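 active means activation above the mean activation of all test compounds in the run plus 3 SD, cut at about 38% in these data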
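Signal – calcium-sensitive Fluo-8 signal, excitation 470-495, emission 515-575 nm · System – RD-HGA16 (CHO) cells co-expressing Gα16 and hTAAR1 · Incubation – 17-24 h seeding, 75 min 37 °C dye, 30 min RT · Compound dosing – 3 µM single concentration · Repeats – no replicates (n 1)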
M5 PAM: potentiates acetylcholine response at human M5 receptor; P08912; CHO-K1 hM5, Fluo-8 calcium, ACh EC20 PAM; 0% = ACh EC20, 100% = ACh EC100; activation, % at 3 µM; 360,000 compounds, 0.3% hits;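 active means activation above the run cutoff, the mean activation of all test compounds plus 3 SD, cut at about 18% in these data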
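system = human M5 receptor in CHO-K1 cells | compound = one concentration, 3 µM final (nominal) | schedule = Post-acetylcholine fluorescence recording 140 s | signal = Fluo-8 calcium dye fluorescence, kinetic read | benchmarks = low control EC20 acetylcholine (0%), high control EC100 acetylcholine (100%) | repeats = singlicate, one well per test compound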
M1 antag: antagonists of human M1 muscarinic receptor | P11229 | 360,000 compounds, 1.3% hits | CHO-K1 hM1, Fluo-8 calcium fluorescence, ACh EC80 antagonist | inhibition, % at 3 µM | AID 588852;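 active means percent inhibition above its own plate's cutoff, namely the mean of that plate's compound wells plus 3 SD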;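 further: peak over basal fluorescence ratio during 140 s after agonist addition; 0% = ACh EC80 plus DMSO and 100% = DMSO alone without agonist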
M1 PAM: positive allosteric modulators of human M1 muscarinic receptor; CHO-K1 hM1, Fluo-8 calcium fluorescence, ACh EC20; 0% = ACh EC20, 100% = maximal ACh; activation, % at 3 µM; 360,000 compounds, 0.088% hits; in the data active means activation above about 19%, passing the limit was not always enough
Starred values were filed as active, the others as inactive. A portion of the library; count on the stated rates, not on these rows.

Structure	M5 ag	CHRM4 antagonist	M4 ag	CHRM1 agonist	M5 antag	TAAR1 agonist	M5 PAM	M1 antag	M1 PAM
O=C(CSc1ncnc2c1cnn2-c1ccc(F)cc1)NCC1CCCO1 (stereo unspecified)	-2	3	1	0	14	1	-5	-5	2
COc1cc(OC)cc(C(=O)NCC2CCCN(Cc3cccc(C(C)=O)c3)C2)c1 (stereo unspecified)	-10	11	0	-9	13	-1	0	4	-1
Nc1ccc(C(=O)Nc2ccc(Nc3ccncc3)cc2)cc1	-3	3	0	-12	-2	0	-4	21	-11
O=C(CCc1ccccc1)Nc1ncn[nH]1	1	-4	1	0	-9	8	0	-24	-2
Cc1c([N+](=O)[O-])cc(C(=O)Oc2ccc(Br)cc2C(=S)N2CCCCC2)cc1[N+](=O)[O-]	-3	-9	-1	-6	2	-3	3	-8	6
CN1CCN(S(=O)(=O)c2cccs2)CC1	-7	1	1	-13	6	4	-2	-4	6
CCOC(=O)c1c(NC(=O)C2=C(C)NC(=S)NC2c2ccccc2C(F)(F)F)sc(C)c1C (stereo unspecified)	-2	6	0	-5	-5	-3	-5	-10	8
CS(=O)(=O)Nc1ccc(C(=O)Nc2ccc3c(c2)OCO3)cc1	3	-3	2	-1	-24	1	11	-5	12
CCCCn1cnc2c(Sc3c([N+](=O)[O-])ncn3C)nc(N)nc21	1	-7	1	-3	8	0	-3	-6	-1
COc1ccccc1C(=O)Nc1nnc(S(=O)(=O)N2CCC(C)CC2)s1	-3	-2	0	-2	3	2	-3	-10	9
O=C(NCCc1ccncc1)Nc1ccc(Cl)cc1	-7	3	1	-3	1	11	-3	-4	2
COc1ccc(NC(=O)Nc2ccc3c(c2)C(=O)N([C@H](C)CO)C[C@H](C)[C@@H](CN(C)S(=O)(=O)c2ccccc2)O3)cc1	0	-7	-1	-14	9	8	-2	-2	-8
COc1ccc(NC(=O)CCn2ccnc2)c(OC)c1	-4	4	1	-4	5	-1	-5	-3	1
C=CCN(CC=C)S(=O)(=O)c1ccc(NC(=S)NC(=O)Cc2ccc(OC)cc2)cc1	9	-10	5	2	-1	23	-8	6	-2
CCN(C(=O)c1cc2c(=O)n3cccc(C)c3nc2n1CCCOC)C1CCCCC1	0	2	12	-2	14	12	-9	-2	1
Cc1ccc(NC2OC(CO)C(O)C2O)cc1[N+](=O)[O-] (stereo unspecified)	-1	3	0	-5	2	0	-1	9	-6
CCOC(=O)N1CCN(C(=O)C(=O)Nc2sc3c(c2C#N)CC(C)(C)OC3)CC1	-2	-6	2	-1	-4	2	1	-7	8
CSc1ccc(CN(C)C(=O)CN2C(=O)NC3(CCCC3)C2=O)cc1	4	-9	3	-2	-7	0	6	-15	15
CCSc1ncc(Cl)c(C(=O)Nc2ccccc2)n1	-4	-5	0	-8	2	1	1	-17	8
CC(C)(C)NS(=O)(=O)c1ccc(NC(=O)Cc2ccccc2[N+](=O)[O-])cc1	0	-5	9	-1	-13	11	1	1	11
O=C(COc1ccccc1)NCC(c1ccco1)N1CCN(c2ccccc2)CC1 (stereo unspecified)	-4	2	-2	-1	14	0	-2	-1	15
O=C1CC(c2nc3ccccc3[nH]2)CN1c1cccc(C(F)(F)F)c1 (stereo unspecified)	5	-8	9	-6	6	14	-8	0	-1
O=S1(=O)CC(N2CCCC2)CN1Cc1ccccc1 (stereo unspecified)	-1	-6	0	-4	0	0	-1	-21	-1
CCOC(=O)C1CCN(C(=O)c2ccc(C)c(S(=O)(=O)N3CCCC3)c2)CC1	-3	-4	1	-3	-10	2	1	-5	10
COc1ccc(Cc2nnc(NC(=O)Cc3cccs3)s2)cc1OC	1	4	1	-2	1	-1	-3	-18	13
CCC(=O)N1CCN(c2ccccc2NC(=O)Cc2ccccc2)CC1	-3	-2	0	-3	-3	-1	-4	3	-2
NS(=O)(=O)c1cccc(NC(=O)CCSc2ccccc2Cl)c1	1	2	3	-6	3	5	-10	-2	0
Cc1cc2[nH]c(=O)cc(-c3ccccc3)n2n1	-5	15	0	-2	4	0	1	-14	3
Cn1c(=O)c2cc(NC(=O)Cc3ccccc3F)ccc2n1C/C=C/c1ccccc1	-1	-4	3	-1	-2	3	0	-12	5
CCOc1ccc(C(=O)c2ccccc2C(=O)O)cc1OCC	2	2	-2	0	2	-1	2	-14	10

New compounds follow.
Structure	M5 ag	CHRM4 antagonist	M4 ag	CHRM1 agonist	M5 antag	TAAR1 agonist	M5 PAM	M1 antag	M1 PAM
CCOC(=O)Cc1c(C)nc2c(-c3ccc(Cl)cc3)c[nH]n2c1=O	-5	9	0	-5	-4	-1	-2	-6	1
CCOc1cc(C)c(Cl)cc1S(=O)(=O)N(C)C	-1	2	0	-1	-6	7	-3	-8	8
NS(=O)(=O)c1cccc(NS(=O)(=O)c2ccc(/C=C/C(=O)O)cc2)c1	0	7	0	-2	3	0	0	-4	2
CCCC(c1nnnn1C1CCCC1)N1CCN(c2ccccc2F)CC1 (stereo unspecified)	-6	-2	-1	-4	-3	2	3	-5	-2
COc1cccc(OCc2ccc(C(=O)NCC3CCCO3)cc2)c1 (stereo unspecified)	4	0	15	2	11	2	-15	-3	2
O=C1c2cccc3cccc(c23)C(=O)N1CCc1ccccc1	-3	-8	1	-12	14	9	-13	-3	5
Cn1nc(C(C)(C)C)cc1C(=O)N1CCCCC1c1cc(C(=O)Nc2cccc(C#N)c2)no1 (stereo unspecified)	2	-6	9	-2	14	7	-4	-2	-3
COCCN(C(=O)c1csnn1)C(C(=O)NC1CCCCC1)c1sccc1C (stereo unspecified)	1	-2	0	-6	-2	15	4	5	-2
Clc1nnc(NN=C2CCCC2)c2ccccc12	-3	11	1	-9	7	4	1	18	-22
O=C(CN1C(=O)S/C(=C\c2ccccc2F)C1=O)NC1CCS(=O)(=O)C1 (stereo unspecified)	-2	-7	2	-2	-4	0	4	-10	10
Cc1cc(Cl)ccc1C(O)c1ncc(-c2cccc(F)c2)[nH]1 (stereo unspecified)	2	-11	4	0	1	6	-4	-9	0
Cc1ccc(S(=O)(=O)N2CCC(C(=O)NCCCn3ccnc3)CC2)cc1	-3	0	1	-6	-5	3	5	-11	7
Cn1ncc([N+](=O)[O-])c1C(=O)Nc1ccccc1Cl	-2	-2	0	0	10	2	-3	-11	4
CCN(CC)S(=O)(=O)c1cc(-c2nn(C)c(=O)c3ccccc23)ccc1C	-1	6	4	-3	-3	4	1	0	-1
COCCCn1c(Cc2ccccc2)nnc1SCC(=O)N1CCCCC1	-5	-15	1	-5	2	3	-1	-10	5
CCCc1cc(C(=O)Nc2cccc3ccccc23)n(C)n1	1	-21	6	-3	-7	-1	-2	7	-5
CCCn1c(=O)c(C(=O)Nc2cc(C)ccn2)c(O)c2ccccc21	-2	7	1	1	13	0	-1	-11	5
Cc1occc1-c1nnc(SCC(=O)NC(C)(C)C)n1C(C)c1ccccc1 (stereo unspecified)	-8	-2	1	-4	6	1	-7	-2	6
CCOc1ccc(S(=O)(=O)c2ccc(C)cc2)c2c1no[n+]2[O-]	3	-13	11	3	-1	9	-3	-19	2
C=CC[C@@H](CC(=O)N[C@H](CO)Cc1ccccc1)C(=O)N[C@@H](COC(=O)[C@@H](CC=C)Cc1ccc(F)cc1)Cc1ccccc1	0	-6	2	-3	3	-1	2	-13	10
COc1ccc(/C=C(/NC(=O)c2ccc(C)cc2)C(=O)N2CCCC2)cc1OC	-2	5	0	-3	7	1	2	-3	5
OCC[C@@H]1C[C@H](O)[C@@H](O)[C@]2(OCc3ccccc32)O1	1	5	2	-3	13	15	-6	2	-1
Nc1nc(N2CCN(c3ccccc3)CC2)n[nH]1	1	1	1	-6	-3	0	7	-9	16
CC12CCC(c3c(C(=O)O)nn(-c4ccccc4)c31)C2(C)C (stereo unspecified)	0	-3	1	-1	-1	2	-1	-7	8
COc1ccccc1Cc1c(-c2ccccc2)nc2ccc(Cl)cn12	1	-3	1	-2	7	-1	-3	-26	2
CS(=O)(=O)N(CC(=O)N1CCc2ccccc2C1)Cc1ccc(F)cc1	-8	-3	2	-6	14	4	1	-8	3
CSc1ncccc1C(=O)OCn1nnc2ccccc2c1=O	-6	-2	1	-1	2	4	11	-2	5
COc1ccc(C(=O)NCCCc2nc3ccccc3n2Cc2cc(C)ccc2C)cc1OC	15	-3	7	-6	-3	1	-13	-6	1
COc1ccc(-n2c(Cc3cccn3C)nnc2SCC(=O)N2CCOCC2)cc1	2	-8	1	-6	5	0	-1	-1	0
CC1=C(C)CC2C(=O)N(Cc3ccccc3)C(=O)C2C1 (stereo unspecified)	-4	1	1	-7	5	11	-7	-7	10

Reprinted at random: 3 compounds from above, in no set order.
Structure	M5 ag	CHRM4 antagonist	M4 ag	CHRM1 agonist	M5 antag	TAAR1 agonist	M5 PAM	M1 antag	M1 PAM
NS(=O)(=O)c1cccc(NS(=O)(=O)c2ccc(/C=C/C(=O)O)cc2)c1	0	7	0	-2	3	0	0	-4	2
CCN(CC)S(=O)(=O)c1cc(-c2nn(C)c(=O)c3ccccc23)ccc1C	-1	6	4	-3	-3	4	1	0	-1
CSc1ncccc1C(=O)OCn1nnc2ccccc2c1=O	-6	-2	1	-1	2	4	11	-2	5

The results go on.
Structure	M5 ag	CHRM4 antagonist	M4 ag	CHRM1 agonist	M5 antag	TAAR1 agonist	M5 PAM	M1 antag	M1 PAM
COc1ccc(-c2nc(-c3ccc(Br)cc3)no2)c(OC)c1	0	-1	0	-3	-2	7	4	-12	9
O=C(COC(=O)C1CC(=O)N(Cc2ccccc2)C1)Nc1cccc([N+](=O)[O-])c1 (stereo unspecified)	3	-4	3	-3	9	3	-1	-9	0
O=C(CSc1nnc(-c2ccncc2)o1)Oc1ccccc1	-6	1	6	-1	-3	6	-4	-3	5
COCc1n[nH]c(=S)n1-c1ccccc1	0	-3	2	1	-14	15	6	-5	12
NC(=O)CCn1c(C(=O)c2cccc([N+](=O)[O-])c2)c2ccccc2[n+]1[O-]	-1	2	2	0	5	2	3	-8	18
COC(=O)c1cn(NC(=O)CC2CCCCC2)c(=O)c2ccccc12	-11	-1	3	-3	0	8	-17	-6	4
CC1CCc2nc(NC(=O)c3ccco3)sc2C1 (stereo unspecified)	7	-7	1	0	-4	18	1	-11	-4
COc1ccc(OCc2cn(CC(=O)c3ccc(O)cc3)nn2)cc1	2	-11	1	0	-4	1	-1	-14	5
O=C(N/C(=C/C=C/c1ccccc1)C(=O)N1CCOCC1)c1ccccc1Cl	2	-6	5	0	7	4	-5	0	6
O=C(Nc1ccc2c(c1)OCO2)c1ccc(Cl)c(S(=O)(=O)N2CCOCC2)c1	-3	1	8	-4	12	4	-3	10	-6
CC1(C)Cc2ccccc2C(C(=O)c2ccccc2)=N1	-5	-13	0	-5	-6	3	2	-13	9
O=C(O)c1ccc(N=NN2CCCCC2)cc1	1	-2	1	-3	6	2	4	-3	9
